Bioassay records from PubChem.
TRHR PAM: allosterically enhances the human TRH receptor; P34981; TRHR cells, fluo-8 calcium fluorescence, EC20 TRH enhancement; enhancement, % at 2 µM; hit rate 0.66% among 360,000; AID 493056; in the data active = enhancement above about 30%; also: 0% is about no effect
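TRHR-expressing cells loaded with fluo-8 calcium dye were read kinetically (ex 480/em 530) during compound addition, then stimulated with an EC20 of TRH (10 nM final). Enhancement of the Gq-mediated intracellular calcium response was scored.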
TrxR1 substrate: is turned over as a substrate by rat TrxR1. purified TrxR1 substrate turnover, NADPH consumption readout. O89049. Potency, µM (series often up to 114 µM), without a hit: at the top dose activity change, negative = substrate turnover. AID 588456. hit rate 0.01% among 390,000; also: potency is read from the fitted curve at half-maximal effect; % is scaled to controls: 0 for no effect and ±100 for the full control effect; nearly all actives have a fitted effect of over 50% in size
Target sequence (O89049 whole entry, looked up): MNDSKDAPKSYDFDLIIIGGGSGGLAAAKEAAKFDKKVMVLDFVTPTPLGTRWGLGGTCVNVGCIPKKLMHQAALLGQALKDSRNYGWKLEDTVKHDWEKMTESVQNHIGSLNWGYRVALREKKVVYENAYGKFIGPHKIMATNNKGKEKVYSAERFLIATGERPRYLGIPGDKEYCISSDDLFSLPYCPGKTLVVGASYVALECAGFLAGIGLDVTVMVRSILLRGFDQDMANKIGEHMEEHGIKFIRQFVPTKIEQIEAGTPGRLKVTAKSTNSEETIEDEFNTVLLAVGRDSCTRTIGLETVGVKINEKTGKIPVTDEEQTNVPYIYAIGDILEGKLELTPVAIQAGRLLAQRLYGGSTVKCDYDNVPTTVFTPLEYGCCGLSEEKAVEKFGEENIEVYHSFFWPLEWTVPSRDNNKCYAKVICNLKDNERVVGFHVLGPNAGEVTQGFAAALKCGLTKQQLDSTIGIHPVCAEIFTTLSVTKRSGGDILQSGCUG
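Rat TrxR1, dispensed at 90 nM, was prereduced with 400 uM NADPH (final) for 5 min at ~22 deg C, then incubated with compound 15 min before 400 uM selenite. A first-read NADPH fluorescence drop versus no-compound background flagged substrates.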
Pin1 inh: human Pin1 inhibition. Potency, µM (series often up to 115 µM), without a hit: at the top dose activity, negative = inhibition, actives largely listed as inhibitors. AID 504891. Pin1 FP peptide displacement, HiFluor488, 10 min. hit rate 0.009% among 390,000; active = well fitted inhibition curve with a large enough effect in the polarisation, with a control signal flat, not every such curve was filed as active; inconclusive = small, poorly fitted or top-dose-only effect, or effect the other way, or a change in a side signal; inactive = no such curve, though single readings can be large or run the other way; the % refers to the polarisation; also: potency is read from the fitted curve at half-maximal effect; % is scaled to controls: 0 for no effect and ±100 for the full control effect
Target sequence (Q13526 whole entry, looked up): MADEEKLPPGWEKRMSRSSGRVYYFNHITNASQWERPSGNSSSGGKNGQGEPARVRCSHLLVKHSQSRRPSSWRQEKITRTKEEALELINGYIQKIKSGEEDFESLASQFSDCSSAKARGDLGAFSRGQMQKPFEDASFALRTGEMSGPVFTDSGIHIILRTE
USP1-UAF1 inh: blocks the human USP1/UAF1 deubiquitinase complex. O94782. recombinant USP1/UAF1, Ub-Rhodamine cleavage fluorescence. Potency, µM (titrated, usually from 57.1 µM), inactives show at the top dose activity change, negative = inhibition, actives largely listed as inhibitors. hit rate 0.23% among 390,000. AID 743255; also: potency is read from the fitted curve at half-maximal effect; % is scaled to controls: 0 for no effect and ±100 for the full control effect; nearly all actives have a fitted effect of over 60% in size; inactives centre near -12
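1 nM enzyme complex + cpd, 15 min RT; start with Ub-Rho 150nM final; kinetic fluorescence ex 480/em 540, 6 reads q60 s. Buffer 50mM HEPES pH 7.8, 0.5mM EDTA, 0.1 mg/ml BSA, 1mM TCEP, 0.01% Tween-20.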
IDH1 R132H inh: human IDH1 R132H inhibition. IDH1-R132H enzyme, NADPH consumption, diaphorase/resazurin fluorescence. hit rate 0.093% among 390,000. O75874. Potency, µM (titrated, usually from 76.6 µM), for inactives: top-dose activity change, negative = inhibition, usual class: inhibitors. AID 602179; also: potency is read from the fitted curve at half-maximal effect; % is scaled to controls: 0 for no effect and ±100 for the full control effect; nearly all actives have a fitted effect of over 65% in size
Target sequence (O75874 whole entry R132H, stated change not applied): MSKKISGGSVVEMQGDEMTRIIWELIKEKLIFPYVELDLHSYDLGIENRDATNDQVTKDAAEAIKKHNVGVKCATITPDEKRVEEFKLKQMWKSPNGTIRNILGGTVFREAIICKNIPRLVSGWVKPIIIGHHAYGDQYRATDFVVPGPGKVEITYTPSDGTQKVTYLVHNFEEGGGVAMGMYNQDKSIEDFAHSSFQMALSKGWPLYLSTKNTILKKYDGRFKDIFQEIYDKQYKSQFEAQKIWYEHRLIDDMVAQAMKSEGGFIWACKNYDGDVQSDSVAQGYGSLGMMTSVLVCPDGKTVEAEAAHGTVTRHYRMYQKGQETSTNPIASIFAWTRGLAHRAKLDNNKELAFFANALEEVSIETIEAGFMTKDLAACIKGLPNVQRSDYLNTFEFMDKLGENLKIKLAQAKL
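IDH1-R132H (0.5 ug/mL dispensed) in pH 7.5 Tris buffer was preincubated 30 min with compound, then given a substrate mix of 0.016 mM NADPH and 2 mM alpha-KG for 80 min at room temperature; remaining NADPH was read by diaphorase/resazurin fluorescence.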
TRHR ag: activates the human TRH receptor | TRHR cells, calcium flux fluo-8, FDSS agonist mode | P34981 | activation, % at 2 µM | AID 493084 | hit rate 0.18% among 360,000; in the data active = activation above about 30%; also: 0% is about no effect
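Read-out: compound-evoked intracellular calcium rise in TRHR cells, fluo-8 dye, kinetic FDSS fluorescence at 1 s/cycle following a 10-cycle baseline. Cells cultured overnight before dye loading (30 min–1.5 h, RT).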
TrxR1 inh: blocks rat thioredoxin reductase 1; O89049; recombinant rTrxR1, NADPH fluorescence consumption, selenite substrate; Potency, µM (top dose mostly 114 µM), inactives show at the top dose activity change, negative = inhibition, usual class: inhibitors; hit rate 1% among 390,000; AID 588453; also: potency is read from the fitted curve at half-maximal effect; % is scaled to controls: 0 for no effect and ±100 for the full control effect; nearly all actives have a fitted effect of over 65% in size
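Rat TrxR1 (90 nM in the dispensed reagent) was pre-reduced with 400 uM NADPH for 5 min at room temperature, then incubated with compound for 15 min. After 400 uM selenite was added, NADPH fluorescence (Ex 340/Em 450 nm) was followed for 8 min.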
D2 ag: activates the human D2 dopamine receptor | HEK293 T-REx D2 cells, calcium flux agonist mode | activation, % at 2 µM | hit rate 0.53% among 340,000 | AID 485358;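 active = activation over 3 SD above normal in the single-dose calcium agonist read, cut at about 30% in these data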; also: 0% is about no effect
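Tetracycline-induced HEK293 T-REx cells with force-coupled D2 receptor, plated overnight at 30 C, loaded with no-wash calcium dye. After a 10 s baseline, compound was pin-added and calcium flux read kinetically for 180 s; calcium rises flagged agonists.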
D2 antag: antagonists of human D2 dopamine receptor; P14416; hit rate 2% among 340,000; inhibition, % at 10 µM; HEK293 TREx D2 cells, calcium flux, dopamine EC80; in the data active = inhibition above about 30%; also: 0% is about no effect
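Overnight-induced (tetracycline, 30 C) HEK293 T-REx cells carrying force-coupled D2 receive a no-wash calcium dye, then compound, then EC80 dopamine at 180 s; signals are read kinetically throughout.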
* = called active by the depositor; ? = inconclusive; . = not tested or not shown; & = joins results of further samples; [ ] = remark or other dose. Unless noted, calls follow the shape of the dose curve; as a rule, active = well fitted inhibition curve with a large enough effect; inconclusive = small, poorly fitted or top-dose-only effect; inactive = no such curve, though single readings can be large or run the other way. These rows are one share of the data. The share of hits here may be higher or lower than overall.

no. | SMILES | D2 ag | D2 antag | Pin1 inh | TRHR ag | TrxR1 inh | USP1-UAF1 inh | TRHR PAM | IDH1 R132H inh | TrxR1 substrate
1 | Cn1c(=O)c2c(nc(SCc3ccccc3F)n2C)n(C)c1=O | -0.1 | 1 | 6% | -0.1 | 1%[57.1 µM] | 1% | 10 | -1% | -5%[57.1 µM]
2 | CN1CCN(S(=O)(=O)c2ccc(SCCOc3ccc(Cl)cc3)nc2)CC1 | 1.1 | -6 | -4% | 1.7 | 9% | -18% | 16 | 8% | 2%
3 | CC(=O)N1CCc2cc(S(=O)(=O)N3CCOCC3)ccc21 | 0.7 | 0 | -5% | 0.5 | -5% | -18% | 5 | 4% | -3%
4 | Cc1nn(Cc2ccc(C(=O)N3CCCC3)o2)c(C)c1[N+](=O)[O-] | -1.9 | 6 | -9% | -0.1 | ? | -28% | 24 | 0% | 0%
5 | Cc1c(NS(=O)(=O)c2ccc(Br)cc2)c(=O)n(-c2ccccc2)n1C | -0.3 | 0 | 3% | -0.8 | 12% | -7% | -4 | -5% | -3%
6 | Cc1cc(C)nc(N2CCC(C(=O)NC3CCCc4ccccc43)CC2)n1 (stereo not given) | -0.6 | -25 | 0% | 0.1 | 8% | -1% | 10 | 1% | 3%
7 | CCOc1ccc(NC(=O)CN2C(=O)NC3(CCCC3)C2=O)cc1S(=O)(=O)N1CCCCC1 | 0.1 | -26 | 2% | 0.4 | 15% | -3% | 5 | 0% | 0%
8 | Cc1nc2cc(CO)ccc2n1C | 0.3 | 5 | -2% | 0.4 | 8% | -16% | 1 | 16% | 9%
9 | Cc1cc(S(=O)(=O)Nc2ccc3c(c2)n(C)c(=O)n3C)ccc1F | -0.3 | -5 | -3% | -0.6 | 22% | -8% | -1 | 12% | 6%
10 | Nc1cccnc1S(=O)(=O)c1ccccc1 | 0.8 | 3 | 1% | 0.6 | 10% | -13% | 3 | -6% | 6%
11 | COc1ccc(C2=NOC(Cn3nc(C(=O)NCc4cccs4)cc3-c3ccccc3)C2)cc1 (stereo not given) | 0.1 | -8 | 3% | 0.3 | 22% | -16% | -1 | 5% | 5%
12 | CCc1cccc(C)c1NC(=O)CSc1nnc(CC)n2c1cc1occc12 | -2.4 | . | 0% | 0.0 | -11% | 9% | -2 | 9% | -3%
13 | O=C(C1=C(O)C(=O)N(CCc2ccccc2)C1c1ccncc1)c1cc2ccccc2o1 (stereo not given) | 0.9 | 6 | -4% | 0.9 | -15%[57.1 µM] | -12% | -9 | -12% | -8%[57.1 µM]
14 | O=C(N/N=C/C=C/c1ccco1)c1cccc([N+](=O)[O-])c1 | 1.7 | 2 | ? | -0.1 | ? | -22% | 3 | 2% | -6%
15 | CC(=O)OC[C@H]1O[C@@H](O[C@H]2C[C@]3(C)C(C[C@@H](O)C4C([C@]5(C)CC[C@@H](C(C)(C)O)O5)CC[C@]43C)[C@@]3(C)CC[C@H](O)C(C)(C)C23)[C@H](O[C@@H]2O[C@@H](C)[C@H](O)[C@@H](O)[C@H]2O)[C@@H](O)[C@@H]1O (stereo not given in full) | . | . | 1% | . | 10% | -29% | . | -15% | 7%
16 | O=C1/C(=C/c2ccc([N+](=O)[O-])cc2)C=C(c2ccccc2)N1c1ccc(O)cc1 | 0.0 | 5 | -4% | -0.3 | 3% | -6% | 12 | 3% | -3%
17 | CCOC(=O)c1sc2nc(CC(=O)OC)nc(NCC(=O)OC)c2c1C | 0.6 | 1 | -1% | -0.5 | 18%[57.1 µM] | 2% | 3 | 12% | 110%[activator][57.1 µM]
18 | CC(C)C(NC(=O)OCc1ccccc1)C(=O)NC1CCCCC1 (stereo not given) | 0.6 | -10 | -10% | -0.1 | -1% | -13% | 4 | -2% | -7%
19 | COc1cccc(CN(C)C(=O)c2[nH]c(C)c(C(C)=O)c2C)c1OC | -0.4 | 11 | 6% | 0.8 | 12%[57.1 µM] | -18% | 8 | 3% | 10%[57.1 µM]
20 | CCOC(=O)c1cc2c(=O)n3cccc(C)c3nc2n(CC2CCCO2)c1=NC(C)=O (stereo not given) | . | . | -3%&-4% | . | 9%&-7% | -25%&-18% | . | 1%&6% | 96%&157%[activator]

Just IDH1 R132H inh and TRHR PAM (two entries from above):
| # | SMILES | IDH1 R132H inh | TRHR PAM |
| --- | --- | --- | --- |
| 12 | CCc1cccc(C)c1NC(=O)CSc1nnc(CC)n2c1cc1occc12 | 9% | -2 |
| 13 | O=C(C1=C(O)C(=O)N(CCc2ccccc2)C1c1ccncc1)c1cc2ccccc2o1 (stereo not given) | -12% | -9 |

Further entries:
no. | SMILES | D2 ag | D2 antag | Pin1 inh | TRHR ag | TrxR1 inh | USP1-UAF1 inh | TRHR PAM | IDH1 R132H inh | TrxR1 substrate
21 | Cc1ccc(C(=O)OC(C(=O)Nc2ccc(Cl)cc2C(F)(F)F)c2ccccc2)cc1 (stereo not given) | 0.2 | -5 | -4% | 1.8 | 19% | -16% | 3 | 6% | 5%
22 | Cc1c(C)c2ccc(OCc3ccc(C(=O)O)o3)c(C)c2oc1=O | -0.8 | 10 | ? | -0.6 | -10% | -3% | -3 | -9% | 332%[activator]
23 | COc1ccc(N(C)S(=O)(=O)c2c(C)[nH]c(=O)[nH]c2=O)c(OC)c1 | 0.6 | -3 | -4% | 0.2 | -6% | -18% | 3 | -3% | -4%
24 | O=C(c1ccc(F)cc1)C(CCCCCC(CN1CCOCC1)C(=O)c1ccc(F)cc1)CN1CCOCC1 (stereo not given) | 0.2 | -25 | 9% | 0.2 | -18% | -11% | 4 | 2% | -7%
25 | Cc1nc(SCCCSc2n[nH]c(C)n2)n[nH]1 | -0.4 | -2 | -10% | 0.4 | 6% | -22% | 11 | 11% | 3%
26 | COc1ccc(/C=C(\NC(=O)c2ccccc2)C(=O)NCCN2CCOCC2)cc1OC | 0.1 | 2 | -5% | 0.3 | 16% | 0% | 11 | -7% | -5%
27 | O=c1n(CC2CO2)c(=O)n(CC2CO2)c(=O)n1CC1CO1 (stereo not given) | . | . | -10% | . | -19%&10% | -8% | . | 2% | -5%&-1%
28 | COCCNC(=O)c1ccc2c(c1)CCN2S(C)(=O)=O | 0.6 | 12 | -4% | 0.0 | 5% | -15% | -2 | 0% | 0%
29 | CC(Sc1nnnn1C)C(=O)Nc1ccccc1 (stereo not given) | 3.7 | -9 | -5% | -0.2 | 38%[activator][11.4 µM] | 3% | -1 | 13% | -16%[11.4 µM]
30 | CCCCOCCCN1CC(=O)N2C(C)c3[nH]c4ccccc4c3C[C@H]2C1=O (stereo not given in full) | 0.1 | -5 | -4% | -0.5 | 17% | -24% | 17 | -4% | 3%
31 | Cc1ccc(C(C[N+](=O)[O-])Sc2ccc(N)cc2)cc1 (stereo not given) | 1.7 | 12 | 6% | 2.0 | ? | -26% | -3 | 5% | 7%[57.1 µM]
32 | O=C(COC(=O)c1ccc(S(=O)(=O)N2CCCC2)cc1)Nc1ccc(N2CCOCC2)cc1 | -0.5 | -2 | 9% | 0.7 | 22%[57.1 µM] | -12% | -2 | 9% | 3%[57.1 µM]
33 | COc1ccc(CNC(=O)COC(=O)c2cc(-c3ccc(Cl)s3)nc3ccccc23)cc1 | -0.3 | 8 | ? | -0.6 | 30% | ? | 2 | 2% | 45%[activator]
34 | COC(=O)[C@H](Cc1ccccc1)NC(=O)Nc1ccc(S(N)(=O)=O)cc1 | -0.3 | -10 | 0% | 0.4 | 11%[57.1 µM] | -16% | 5 | 0% | -21%[57.1 µM]
35 | COCCCNC(=O)c1c(N)n(-c2cccc(S(N)(=O)=O)c2)c2nc3ccccc3nc12 | -0.1 | 2 | 10% | -0.3 | -28% | -20% | 4 | -2% | 272%[activator]
36 | CC(C)(C)N=Cc1cc(-c2ccccc2)sc1O | 0.2 | -14 | -8% | -2.4 | 3%[57.1 µM] | -4% | -11 | -3% | 12%[57.1 µM]
37 | Cc1ccc(OCc2nnc(SCC(=O)N3c4ccccc4Sc4ccc(Cl)cc43)o2)cc1 | 1.7 | -7 | 8% | 0.3 | -13% | -6% | 3 | 2% | -9%
38 | CCOc1ccc(NC(=O)c2cc(S(=O)(=O)N3CCCCC3)c[nH]2)cc1 | -0.8&-0.2 | -12 | -2%&1% | -1.9&-0.2 | 12%&-8% | -12%&2% | 7&2 | 0%&3% | 2%&-8%
39 | CC(C)c1onc(C(=O)N2CCC(C(N)=O)CC2)c1[N+](=O)[O-] | 1.3 | -6 | -7% | -0.3 | -4% | -5% | -3 | -12% | -5%
40 | CC(C)CC(NS(=O)(=O)OCC(Cl)(Cl)Cl)c1ccccc1 (stereo not given) | -0.6 | 5 | ? | 2.0 | 4% | -31% | -12 | -2% | -8%
41 | N#CCOC(=O)[C@H](Cc1c[nH]c2ccccc12)NS(=O)(=O)c1ccc(Cl)cc1 | -0.2 | 5 | -2% | 2.3 | 8% | -20% | -10 | 4% | 0%
42 | O=C(COC(=O)CCc1nc2ccccc2s1)Nc1cccc(S(=O)(=O)N2CCOCC2)c1 | -1.2 | 1 | -2% | -1.5 | -10% | -16% | 0 | 1% | 33%[activator]
43 | Cc1ccc(NC(=O)c2ccccc2NS(=O)(=O)c2ccc(F)cc2)cc1S(=O)(=O)N1CCCCC1 | 9.2 | 2 | 6% | 2.4 | 17% | -27% | -9 | -4% | 17%
44 | CCOc1ccc(/C=C/C(=O)OCC(=O)Nc2cccc(S(=O)(=O)N3CCCC3)c2)cc1 | 0.5 | -36 | 27% | 1.1 | 12% | -23% | 11 | -7% | 0%
45 | O=C(NC12CC3CC(CC(C3)C1)C2)N1CCN(c2nc(-c3ccccc3)cs2)CC1 | -0.5 | 0 | 10% | 0.2 | -9% | -21% | 5 | 8% | -6%
46 | O=c1[nH]c(C2CC2)nc2sc3c(c12)CCCC3 | -0.5 | -15 | -2% | -0.1 | 9%[57.1 µM] | -14% | 8 | 8% | 10%[57.1 µM]
47 | CCCCOC(=O)CSc1ncnc2sc3c(c12)CCC(C)C3 (stereo not given) | . | . | 0% | 0.2 | 2% | -24% | 3 | -1% | -3%
